Growth percent in the NCI-60 one-dose screen (48 h, 10 µM unless noted): 100 = growth as untreated, 0 = no growth, -100 = all killed.
HOP-62 – HOP-62 NSCLC | hit rate 3.9% among 80,000 | AID 1794735
HOP-92 – HOP-92 NSCLC cells. hit rate 6.3% among 71,000
RPMI-8226 – RPMI-8226 leukemia cells; AID 1794781; hit rate 7.5% among 77,000
CCRF-CEM – CCRF-CEM leukemia. hit rate 7% among 77,000
UACC-62 – UACC-62 melanoma | hit rate 5.4% among 81,000
A549/ATCC – A549/ATCC NSCLC; hit rate 3.7% among 81,000
M14 – M14 melanoma; hit rate 6.2% among 80,000; AID 1794745
EKVX – EKVX NSCLC | hit rate 3% among 71,000
Numbers without * were called inactive; . = no result given; & = joins results of further samples; ! = not active in a repeat. The calls were made as follows: active = growth percent below 10; inactive = the rest.

Compound	HOP-62	HOP-92	RPMI-8226	CCRF-CEM	UACC-62	A549/ATCC	M14	EKVX
O=c1c2cc3c(cc2nc(C(F)(F)F)n1CCc1c[nH]c2ccccc12)OCO3	99	91	77	78	60	94	85	81
COc1ccc(-c2nnc(Nc3ccc(C)cc3)o2)cc1OC	94	.	98	93	93	94	111	.
COc1ccc(CC(C#N)c2ccc(Cl)cc2)cc1 (configuration not stated)	74	84	85	76	70	79	73	90
CC(C(=O)O)N1C(/N=C/c2ccc(Cl)cc2)=NNC1(C)c1ccccc1O (configuration not stated)	72	87	70	79	89	97	101	29
Nc1cccc(S(=O)(=O)O)c1	109	93	100	.	97	92	106	101
Cc1ccc2oc(=O)cc(-c3sc(N4CCCCC4)nc3-c3ccccc3)c2c1	90	92	100	104	.	100	97	90
COc1ccc(CNC(=O)C2CSC3(C)c4ccccc4C(=O)N23)cc1OC (configuration not stated)	97	94	81	82	79	80	108	108
C/C(=N/O)c1ccc(F)cc1	93	109	86	87	78	103	95	105
Cc1ccc(N2C(=O)C(=S)N(c3ccc(C)cc3)C2=O)cc1	91	87	98	96	87	89	95	110
CCOC(=O)c1cc(=O)c2ccc(OCc3ccccc3)cc2o1	99	95	101	97	97	94	102	110
O=C(CSc1nc2ccccc2c(=O)n1-c1ccccc1)c1cc2cc(O)ccc2oc1=O	85	68	91	90	93	103	93	100
O=C(O)c1ccc(-n2cnc3ccccc3c2=O)cc1	89	69	89	103	84	115	96	100
O=c1c(-c2nc3ccccc3[nH]2)cc2ccccc2n1Cc1cn(Cc2ccccc2Cl)nn1	35	11	12	65	22	15	38	75
CCOC(=O)C1=C(c2ccccc2)N=C2N(c3ccccc3)N=C(C(C)=O)N2C1c1ccc(Cl)cc1 (configuration not stated)	100	90	77	88	86	93	101	88
CCOC(=O)CC1CSC(Nc2ccc(Cl)cc2)=N1 (configuration not stated)	73	105	101	102	105	90	89	100
C[C@]12C=CC(=O)C=C1CCC1C3C[C@@H](O)[C@](O)(C(=O)CO)[C@@]3(C)C[C@H](O)[C@@]12F (some centres not stated)	116	.	58	63	.	77	104	77
c1cc2nc(-c3cn[nH]c3)c3c(c2cc1-c1cn[nH]c1)C1CCC3C1 (configuration not stated)	48	28	51	69	60	74	69	46
NOCc1ccc(CON)cc1	86	.	106	94	109	105	106	.
C=C1C(=O)O[C@H]2[C@H]1CC/C(C=Nc1c(N)cc(C(F)(F)F)cc1Br)=C\CC[C@@]1(C)O[C@@H]21	52	-15*	-23*	2.8*	4.7*	58	-46*	18
COc1ccc(-c2cc(-c3ccc(Cl)cc3)c(C#N)c(=O)n2Cc2ccc(C(=O)O)cc2)cc1	79	98	80	31	18	108	.	98
COc1ccc2nc3c(cc2c1)C(=O)CC(C(F)(F)F)C3 (configuration not stated)	48	66	93	9.9*	40	39	8.6*	56
COc1ccc2c(CCC(c3ccccc3)c3ccccc3)c3[n+](cc2c1OC)CCc1cc2c(cc1-3)OCO2	9.4*	-9.9*	-9.8*	6.5*	-43*	16	2.5*	25
COc1ccc(OCC(=O)OCCCl)cc1	97	92	96	107	93	101	94	90
O=C1Nc2ccc(F)cc2/C1=C/c1ccc(OCc2ccccc2)cc1	101	95	97	111	96	96	97	99
Cc1ccc(O)c(Cc2cccc(Cl)c2)c1	105	70	96	45	101	109	107	107

A few values from the entries so far:
CC(C(=O)O)N1C(/N=C/c2ccc(Cl)cc2)=NNC1(C)c1ccccc1O (configuration not stated) – UACC-62: 89
O=c1c(-c2nc3ccccc3[nH]2)cc2ccccc2n1Cc1cn(Cc2ccccc2Cl)nn1 – M14: 38
COc1ccc(-c2nnc(Nc3ccc(C)cc3)o2)cc1OC – RPMI-8226: 98

New compounds follow
Compound	HOP-62	HOP-92	RPMI-8226	CCRF-CEM	UACC-62	A549/ATCC	M14	EKVX
CC1(C(=O)OCc2ccccc2)C(=O)C2=C(CCCCC2)N1c1ccccc1 (configuration not stated)	80	69	82	87	66	89	93	94
O=c1c2cc(F)ccc2sc2c(NCc3ccccc3)nc3ccccc3c12	104	105	.	97	77	90	109	86
Cc1nc(Cl)c2[nH]c(Cl)nc2n1	86	97	103	71	101	95	95	101
COc1cc(NCCCN)c2ncccc2c1	79	51	39	92	87	96	76	105
COc1ccc(/C=N\NC(=O)c2ccc3nc(-c4ccc([N+](=O)[O-])cc4)[nH]c3c2)cc1	87	90	97	98	95	103	88	106
COc1cc2c(cc1OC)C(=O)C(c1ccc3c(c1)OCO3)CC2 (configuration not stated)	96	.	80	88	100	97	138	103
CCC1(CC)CC1C(N)=O (configuration not stated)	120	88	105	98	100	117	114	94
CCCCCCCCCCCCCCCCCCOc1ccccn1	115	93	104	95	99	93	99	.
CCOC(=O)N1CCCCC1CC (configuration not stated)	103	97	101	81	109	92	105	109
O=C(CN1CCN(c2cc(=O)[nH]c3ccc(F)cc23)CC1)N(c1ccccc1)c1ccccc1	102	98	115	102	98	115	105	97
O=C(CN1CCCCC1)Nc1nc(-c2cc3ccccc3oc2=O)cs1	96	99	106	102	92	102	107	96
COc1cc(C)cc(-c2nn(CC(N)=O)cc2-c2ccnc(Oc3ccncc3)n2)c1	96	95	119	118	96	108	106	104
COc1ccc(NC(=O)Nc2ccc(C(C)C)cc2)cc1	114	.	88	90	97	93	119	114
Cc1cc(C#Cc2ccccc2)ccc1-n1c(/C=C/c2ccc(O)cc2)nc2ccccc2c1=O	98	57	32	51	81	53	86	38
CCCCCCCCCCCC(=O)OCCCCC	99	81	.	101	106	99	103	.
CC12CCCCC1=CC(=O)CC2 (configuration not stated)	109	114	.	111	116	106	.	99
CS(=O)(=O)Nc1ccccc1-c1nc2ccccc2c(=O)o1	101	85	88	98	94	99	96	.
CC(C)c1ccc(C2OCC(C)([N+](=O)[O-])CO2)cc1 (configuration not stated)	100	89	99	96	106	99	107	100
CC(C)C1C2=C(NCCN1C(=O)c1cccnc1)C(C)(C)N(Cc1ccccc1)C2=O (configuration not stated)	100	134	111	126	99	68	106	99
O=c1c2c([nH]c3ccccc13)CCCC2	40&99	52&84	39&87	-32*!	54&90	56&94	16&98	103
CCOC(=O)c1cn2ncnc(Oc3ccc(NC(=O)NCCN4CCN(C)CC4)c(Cl)c3)c2c1C	88	32	.	44	34	89	-24*	66
O=C(O)c1ccc(Cl)c(Cl)c1	92&94	67	102	98&112	97&98	113&96	92&104	107&101
c1ccc(CCc2nc3ccccc3s2)cc1	99	.	86	97	94	85	97	89
O=C(O)c1cccc2cccc(C(=O)O)c12	91	114	108	108	101	125	102	99
ClC(Cl)(Cl)C1=NCc2nnn(Cc3ccccc3)c2N1	100	82	96	.	94	97	104	97

Full records, quoted from the list. Screens in order: HOP-62 | HOP-92 | RPMI-8226 | CCRF-CEM | UACC-62 | A549/ATCC | M14 | EKVX
Record of COc1cc2c(cc1OC)C(=O)C(c1ccc3c(c1)OCO3)CC2 (configuration not stated) : 96 | . | 80 | 88 | 100 | 97 | 138 | 103
Record of c1ccc(CCc2nc3ccccc3s2)cc1 : 99 | . | 86 | 97 | 94 | 85 | 97 | 89
Record of O=C(O)c1cccc2cccc(C(=O)O)c12 : 91 | 114 | 108 | 108 | 101 | 125 | 102 | 99

(more compounds)
Compound	HOP-62	HOP-92	RPMI-8226	CCRF-CEM	UACC-62	A549/ATCC	M14	EKVX
O=C(O)c1cn(C2CC2)c2cc(N3CCN(C(=O)Nc4nc(-c5ccc(Cl)cc5)cs4)CC3)c(F)cc2c1=O	21	-22*	.	14	-4.2*	7.0*	18	20
Cn1c(N)c(N)c(=O)n(C)c1=O	86	96	105	95	99	100	100	106
COc1ccc(CCNC(=O)CS(=O)(=O)c2nnc3n(Cc4ccccc4)c(=O)c4c(C)c(C(N)=O)sc4n23)cc1	107	.	.	.	92	95	106	99
Cc1ccc(C)c(/C=C2\CN(C(=O)OC(C)(C)C)C/C(=C\c3cc(C)ccc3C)C2=O)c1	93	91	-24*	5.0*	37	81	20	83
CCOC(=O)c1csc2ncc(-c3ccc(C)cc3)n12	102	89	103	104	88	104	99	85
COc1ccc(Cn2c(C(N)=O)cc3c2-c2nc(Nc4ccccc4)ncc2CCC3)cc1	94	.	69	85	65	84	103	.
OC1(C2(O)c3ccccc3Oc3ccccc32)c2ccccc2Oc2ccccc21	93	79	111	114	82	83	109	107
C=C1C(=O)O[C@H]2[C@H]1CC/C(COC(=O)CCC(=O)NCCCNC(=O)CCC(=O)OC/C1=C/CC[C@@]3(C)O[C@H]3[C@H]3OC(=O)C(=C)[C@@H]3CC1)=C\CC[C@@]1(C)O[C@@H]21	104	98	74	81	102	84	97	96
CN1C(=O)C(=Cc2cn(Cc3ccccc3)c3ccc(Br)cc23)C(=O)N(C)C1=O	86	.	93	101	73	89	100	108
O=S(=O)(NCC[C@@H]1C[C@H]1c1ccc2ccccc2c1)c1ccc(C(F)(F)F)cc1	105	91	76	85	78	85	96	91
CC(C)(Sc1cc(C(C)(C)C)c(OC(=O)CCC(=O)O)c(C(C)(C)C)c1)Sc1cc(C(C)(C)C)c(OC(=O)CCC(=O)O)c(C(C)(C)C)c1	92	111	47	68	39	71	70	84
O=C(/C=C/CN1CCCCC1)Nc1cc2c(Nc3ccc(F)c(Cl)c3F)ncnc2cc1OCCOC(F)F	21	-39*	13	25	34	18	34	12
COc1ccc2ccc(-c3nn(-c4ccc(C(=O)O)cc4)cc3CO)cc2c1	113	84	92	104	99	85	104	104
COc1cc(/C=C/c2cc(/C=C/c3ccc(O)c(OC)c3)n(C(=O)Cc3ccccc3)n2)ccc1O	2.8*	-0.1*	-34*	0.2*	1.6*	4.2*	0.2*	.
Cc1cc(-c2ccccc2)nn1-c1nc(Nc2ccccc2)nc(Nc2ccc(S(N)(=O)=O)cc2)n1	91	90	68	54	62	60	79	69
CCCCNP1(NCCCC)=NP(NCCCC)(NCCCC)=NP(NCCCC)(NCCCC)=NP(NCCCC)(NCCCC)=N1	10	-24*	-42*	-17*	20	0.9*	12	-17*
COc1ccc(-c2cc(-c3cccs3)c(C#N)c(=O)[nH]2)c(OC)c1	96	66	68	97	93	65	100	98
O=c1c2cc(F)ccc2sc2c(NCc3ccccc3)nc3ccc(Cl)cc3c12	106	97	.	95	90	100	105	98
O=C(NCCN1CCOCC1)c1cc2cc(Cl)ccc2[nH]1	107	89	105	104	104	106	106	95
O=C(Cc1ccccn1)c1ccccc1	111	100	106	93	105	102	109	101
Nc1nc(Nc2ccccc2)nn1Cc1ccccc1	94	96	98	93	95	99	101	96
COc1ccc(/C=C(\C#N)n2nc3cccc(F)c3n2)cc1	105	96	102	98	91	98	105	104
CCCCCCCCCCCCNC(=S)N/N=C/c1ccc(NC(C)=O)cc1	100	111	98	99	92	99	99	99
O=C(CSC(=S)N1CCCCC1)Nc1ccc(Cl)cc1	58	103	69	47	24	52	48	102
OCCCc1ccncc1	100	96	106	103	105	100	99	91
O=c1[nH]c2cc(F)ccc2c2ccc(F)cc12	.	77	94	95	84	91	102	61
CCCN1C2CCC1/C(=C\c1ccc(F)cc1)C(=O)/C2=C/c1ccc(F)cc1	83	48	40	61	47	68	56	84

Quoted at random: two records from the list, in no set order.
Compound	HOP-62	HOP-92	RPMI-8226	CCRF-CEM	UACC-62	A549/ATCC	M14	EKVX
CCCCNP1(NCCCC)=NP(NCCCC)(NCCCC)=NP(NCCCC)(NCCCC)=NP(NCCCC)(NCCCC)=N1	10	-24*	-42*	-17*	20	0.9*	12	-17*
COc1ccc(-c2cc(-c3cccs3)c(C#N)c(=O)[nH]2)c(OC)c1	96	66	68	97	93	65	100	98

Screens as filed in PubChem BioAssay.
